Compound activity (PubChem BioAssay)
TGFb SMAD3 inh: blocks TGF-b signaling; AID 588855; Potency, µM (doses to about 46.1 µM), for the others: top-dose activity, negative = inhibition, usual class: inhibitors; HepG2 CAGA-GFP TGF-b/SMAD3 reporter, GFP fluorescence, 18 h; TGF-beta stimulated, 500 pg/mL final; 1.2% of 410,000 active; also: potency is read from the fitted curve at half-maximal effect; % is scaled to controls: 0 for no effect and ±100 for the full control effect; nearly all actives have a fitted effect of over 65% in size
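GFP signal (ex488/em500-530) from TGF-beta-stimulated HEPG2 CAGA-GFP cells, 500 pg/mL final, 18 h at 37 degrees C in DMEM plus 1% FBS, normalized to unstimulated and DMSO-stimulated controls.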
Abeta yeast res: compounds reversing amyloid beta toxicity in yeast. yeast expressing A-beta42, growth rescue, OD600, 48 h; response scale: 0% DMSO, 100% iron-clioquinol control. Potency, µM (series often up to 46.1 µM), for inactives: top-dose growth rescue, actives largely listed as activators. 0.063% of 410,000 active. AID 1347071; also: potency is read from the fitted curve at half-maximal effect; nearly all actives have a fitted effect of over 55% in size
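Growth rescue measured by 600 nm absorbance after 48 h yeast culture at 30 C with compound. Values normalized between DMSO and an equimolar ferric chloride plus clioquinol control.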
Nrf2 activator: activates Nrf2 signaling | AREc32 ARE-luciferase reporter (MCF7-derived line), luminescence, 24 h | Potency, µM (titrated, usually from 46.1 µM), for the others: at the top dose activation, usual class: activators | 0.31% of 410,000 active | AID 624171; also: potency is read from the fitted curve at half-maximal effect; % of control where 0% means no effect; nearly all actives have a fitted effect of over 65% in size
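ARE-driven firefly luciferase activity in AREc32 cells measured after a 24 hr compound exposure at 37 deg C, using Steady-Glo reagent and a 30 min room-temperature hold.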
A549 tox: counter-screen for Nrf2 inhibitors: cytotoxicity in A549 cells | A549 ARE-Fluc cells, CellTiter-Fluor viability, 18-24 h | 0.16% of 390,000 active | AID 504648 | Potency, µM (series often up to 46 µM), for the others: at the top dose activity change, negative = cytotoxicity, usual class: inhibitors; also: potency is read from the fitted curve at half-maximal effect; % is scaled to controls: 0 for no effect and ±100 for the full control effect
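A549 ARE_Fluc cells in 5% FBS OPTI-MEM were exposed to compounds in concentration-response for 18-24 h at 37 deg C. Viability was read by CellTiter-Fluor fluorescence (Ex 405/Em 525) after 30 min, before the luciferase read.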
Nrf2 inh: Nrf2 pathway inhibition; A549 ARE-Fluc reporter, luciferase luminescence, 18-24 h; AID 504444; Potency, µM (top dose mostly 46 µM), for inactives: top-dose activity change, negative = inhibition, usual class: inhibitors; 2.1% of 360,000 active; also: potency is read from the fitted curve at half-maximal effect; % is scaled to controls: 0 for no effect and ±100 for the full control effect; nearly all actives have a fitted effect of over 60% in size
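A549 ARE_Fluc cells, 5000/well, 5% FBS OPTI-MEM; compounds in dose-response, 18-24 h at 37 °C/5% CO2; CellTiter-Fluor viability read (Ex 405/Em 525), then BugLite luciferase luminescence = Nrf2 activity.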
HepG2 viability: kills HepG2 cells in TGF-b inhibitor counter-screen; HepG2 CAGA-GFP viability, ATP luminescence, 18 h; Potency, µM (top dose mostly 46.1 µM), inactives show at the highest dose activity change, negative = cytotoxicity, most hits filed as cytotoxic; 0.76% of 410,000 active; AID 588856; also: potency is read from the fitted curve at half-maximal effect; some results filed as inactive show a strong effect at the top dose
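HepG2 CAGA-GFP cells (1000/well, DMEM with 1% FBS) received compound, then TGF-beta at 500 pg/mL final, and were incubated 18 hours at 37 degrees C. Viability was read by CellTiter-Glo luminescence. Media-only wells were set as complete cell-killing and DMSO as no toxicity.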
pAkt inh: blocks phosphorylation of Akt. Neuro2A IGF-stimulated pAkt S473 HTRF, 20 min; stronger effect = lower value. activity change, % for hits at 50 µM. 0.32% of 360,000 active. AID 651550; in the data active = activity change below about -80%; inconclusive = mostly about -51% to -80%; also: % is scaled to controls: 0 for no effect and ±100 for the full control effect
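Single-point screen (50 µM final compound) in Neuro2A cells stimulated 20 min with 6 nM IGF at 37 deg C. After lysis, Ser473-phosphorylated Akt read by HTRF (ex 330 nm, em 615/665 nm) as the 665/615 ratio.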
MmCpn inh: blocks the Methanococcus maripaludis chaperonin Mm-Cpn; Potency, µM (doses to about 76.9 µM), without a hit: at the highest dose activity, negative = inhibition, usual class: inhibitors; 0.031% of 330,000 active; purified Mm-Cpn ATPase, ADP Transcreener TR-FRET; also: potency is read from the fitted curve at half-maximal effect; % is scaled to controls: 0 for no effect and ±100 for the full control effect; nearly all actives have a fitted effect of over 80% in size
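Inhibition of chaperonin ATP hydrolysis is measured as reduced ADP production, detected by competitive TR-FRET in which signal falls with ADP. Final enzyme 25 nM and ATP 10 uM, reacted 30 min at 37°C.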
CCT chaperon mod: modulators of cytosolic chaperonin (CCT/TRiC) activity. activity change, % (no concentration beside the values), hits read low. purified chaperonin ATPase assay, HTRF ADP detection, 30 min. 0.3% of 360,000 active; in the data active = activity change below about -30%; also: % is scaled to controls: 0 for no effect and ±100 for the full control effect
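Nucleotide hydrolysis assay: TRiC at 20–40 nM final (set by batch activity) with 10 uM ATP, 30 min at 37 °C, in presence of 76 uM compound. Detection by competitive ADP HTRF, 30 min ambient.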
Active calls of the source: *; i = inactive; ? = inconclusive; · = not tested or not shown; [ ] = another dose, or the depositor's remark. Unless noted, calls follow the shape of the dose curve; as a rule, active = well fitted curve in the direction sought with a large enough effect; inconclusive = small, poorly fitted or top-dose-only effect, or another doubt; inactive = no such curve, though single readings can be large; an effect the other way counts as inactive or inconclusive.

SMILES	TGFb SMAD3 inh	Abeta yeast res	Nrf2 activator	A549 tox	Nrf2 inh	HepG2 viability	pAkt inh	MmCpn inh	CCT chaperon mod
CCCN(CCC)c1nc(-c2ccccc2F)nc2ccccc12	-22%	-14%	7.2%	8%	12%	-12%	·	·	·
CCN(CC)CCOC(=O)c1ccc(NC(=O)c2cc3c(=O)n(CC)c4ccccc4c3s2)cc1	-3%	-5%	3.1%	0%	13%	-11%	·	·	·
CCCCn1c(N)c(N(Cc2ccccc2OC)C(=O)c2cc(=O)[nH]c3ccccc23)c(=O)[nH]c1=O	16%	3%	0.0%	0%	-4%	3%	i	1%	0.8
COc1cccc(OCCOCCOc2ccc(C)cc2[N+](=O)[O-])c1	-51%	7%	-0.7%	?	1%	-36%	i	1%	-1.0
CN(C(=O)c1cccs1)c1ccc(OCC(=O)N2CCC(C(N)=O)CC2)cc1	2%	-6%	-0.1%	0%	-16%	-4%	i	4%	0.2
CC1CCCCN1C(=S)NC(=O)c1cc(Br)ccc1Cl (stereo not drawn)	?	17%	2.3%	-2%	-18%	-25%	i	0%	-3.4
COc1ccccc1OCc1ccc(C(=O)NCC2CCCO2)cc1 (stereo not drawn)	-4%	-8%	-0.8%	0%	8%	2%	i	0%	-0.3
CN(C)CCN(C(=O)c1cccc(Cl)c1)c1nc2c(Cl)cccc2s1	-6%	6%	-0.5%	?	5%	-1%	i	1%	-1.1
COC(=O)C(O)(CC(=O)Nc1ccccc1OC)C(F)(F)F (stereo not drawn)	8%	-16%	-0.1%	9%	-8%	-15%	-99%*	0%	1.0
O=C1CCC2CN3CCc4c([nH]c5ccccc45)C3CC2C1 (stereo not drawn)	36%[activator]	-1%	5.8%	·	·	-21%	i	·	0.7
Cn1c(=O)cc(SCC(=O)N2CCN(C3CCCCC3)CC2)c2ccccc21	0%	-16%	11%	-2%	0%	-22%	i	·	1.0
COC(=O)c1cc(=O)[nH]c(SCc2cccc(C)c2)n1	-23%	8%	-0.3%	-1%	-7%	-39%	i	-3%	-0.3
O=C1CCC/C(=N/Nc2ccc(Cl)cc2)C1	?	17%	9.9%	1%	3%	-44%	i	-5%	-2.2
CCn1nc(C)c(CCN(C)C(=O)Nc2cc(OC)c(OC)c(OC)c2)c1C	?	0%	0.0%	-5%	·	-3%	·	·	·
Cc1nonc1C1CCCN1C(=O)c1cc(COc2cccc(C(F)(F)F)c2)on1 (stereo not drawn)	?	17%	0.2%	2%	-7%	-28%	i	-1%	-0.1
O=C(N/C(=C\c1ccc(Br)cc1)c1nc2ccccc2[nH]1)c1ccco1	-12%	-12%	4.0%	?	-13%	-26%	i	1%	-4.1
O=C(C(Cc1ccccc1)n1cccc1)N1CCc2ccccc21 (stereo not drawn)	?	16%	-0.2%	6%	-16%	-31%	i	2%	-1.0
Cc1ccc([C@H]2C[C@H](n3cc(COC(=O)c4ccccc4)nn3)[C@@H](O)CN2CC2CCCCC2)cc1	6%	4%	-0.5%	·	·	1%	i	·	-0.1
O=C(COC(=O)c1ccc[nH]c1=O)Nc1cc(S(=O)(=O)N2CCCCC2)ccc1Cl	0%	-5%	-0.1%	0%	-17%	-19%	i	1%	4.4
COc1ccc(NC(=O)CSc2ncn[nH]2)c([N+](=O)[O-])c1	-5%	-14%	0.2%	1%	7%	-9%	i	1%	2.4
NC(=O)c1c(NC(=O)c2c(F)cccc2F)sc2c1CCN(Cc1ccccc1)C2	29%	0%	3.1%	9%	17%	-36%	i	-3%	-1.1
COCCNC(=O)c1ccc2c(c1)S(=O)(=O)c1cc(Cl)ccc1C2=O	-2%	-14%	27%	-8%	-16%	-9%	i	-4%	-2.7
COc1ccccc1CN1C[C@@H]2C[C@@H](c3cccc(O)c3)N3CCC[C@@]23C1=O	0%	-10%	2.5%	-4%	14%	-25%	i	0%	-0.3
CC(=O)Nc1cc(NC(C)=O)cc(C(=O)NC(C)(C)C)c1	-11%	6%	-0.3%	-3%	22%	4%	i	0%	2.2
Cc1nc(C(=O)NNC(=O)Nc2ccccc2)cs1	2%	17%	0.1%	21%	4%	-11%	i	-1%	-2.4
NC1=NC(=Nc2cccc(Cl)c2)c2ccccc21	8%	-10%	-0.5%	-21%	?	1%	i	0%	1.6
CC1(C)CC(=O)C=C(Nc2ccc([N+](=O)[O-])cc2)C1	0%	1%	0.0%[9.22 µM]	-13%	9%	4%	i	1%	1.3
COc1ccc(-n2nc3c(c2NC(=O)C(C)Cl)CSC3)cc1 (stereo not drawn)	-6%	6%	3.4%	2%	1%	-3%	i	1%	-4.6
Cc1nn(S(=O)(=O)c2ccc(Br)cc2)c(C)c1S(=O)(=O)N1CCCCCC1	0%	-5%	-0.4%	0%	·	-4%	·	·	·
COc1ccc(CN2C[C@@H](CO)O[C@@H](n3cnc4c(NC5CCC5)ncnc43)C2)cc1	7%	3%	0.0%	·	·	-8%	i	·	-2.1
Cc1ccc(CNc2ccc3c(c2)OCO3)cc1	-1%	0%	19%	-24%	·	13µM*	·	·	1.0
CCN1CCN(C(=O)CN(C)S(=O)(=O)c2ccc(Cl)cc2)CC1	-3%	-7%	-0.3%	13%	0%	1%	i	-1%	-0.4
Cc1ccc(Cn2ccc(-c3cnc(-c4ccccc4)s3)n2)cc1	?	-1%	0.1%	?	·	-26%	i	-7%	-4.1
COC(=O)[C@]1(C)N[C@H](CN(C)C(=O)Nc2ccc(C)cc2)[C@@H]2C(=O)N(Cc3ccccc3)C(=O)[C@@H]21	-27%	-2%	-0.8%	-8%	-6%	-3%	i	1%	-0.1
O=C(Nc1nccs1)c1ccc2c(c1)C(=O)N(Cc1cccnc1)C2=O	4%	2%	0.0%	1%	6%	0%	i	-2%	0.7
CCCCn1c(N)c(N(CCOC)C(=O)c2sc3cc(F)ccc3c2Cl)c(=O)[nH]c1=O	-23%	5%	0.0%	0%	0%	-1%	i	0%	-2.8
COc1ccc(C2/C(=C(/O)c3ccc(Cl)cc3)C(=O)C(=O)N2CCN2CCOCC2)c(OC)c1 (stereo not drawn)	13%	9%	0.2%	-3%	7%	-4%	i	-2%	-2.4
COC(=O)c1cc(NC(=S)N2CCN(C(=O)C3CCCO3)CC2)cc(C(=O)OC)c1 (stereo not drawn)	4%	-3%	0.0%	6%	9%	-2%	i	0%	0.0
COc1ccccc1C(=O)Oc1ccc(C(c2c(C)[nH][nH]c2=O)c2c(C)[nH][nH]c2=O)cc1	-3%	-3%	4.4%	0%	13%	1%	·	·	·
CCN(CC(=O)NCCCN1CCOCC1)S(=O)(=O)c1ccc(Cl)cc1	0%	-14%	0.1%	3%	8%	7%	i	-1%	0.0
O=C1C(=C(I)I)c2ccccc2-c2ccccc21	6.3µM*	-43%[inhibitor]	-3.2%	-17%	-6%	11µM*	i	·	-2.7
Cc1ccc(-n2cccc2/C=C2\C(=N)N3N=C(C(C)C)SC3=NC2=O)cc1	14%	-5%	-0.1%	-24%	-19%	11%	i	3%	-1.1
O=C(Nc1ccccc1)c1ccc(F)cc1F	21%	-1%	4.3%	-5%	?	5%	i	·	-0.8
Cc1cc(C)cc(N(CC(=O)NC2CCC(C)CC2)S(=O)(=O)c2c(C)noc2C)c1 (stereo not drawn)	-13%	8%	0.2%	-3%	2%	14%	i	1%	-3.3
O=C(CCCN1C(=O)/C(=C/c2cccs2)SC1=S)NNC(=O)c1cccnc1	-17%	2%	5.8%	-11%	-13%	-12%	i	-1%	-1.7
O=C(NCC(=O)N1CCN(Cc2ccccc2)CC1)c1ccc(Cl)cc1	2%	-3%	0.0%	-16%	29µM*	22%	i	-6%	2.0
Cc1ccc(/C=C/c2onc(C)c2S(=O)(=O)N2CCC(C(=O)NCC(C)c3ccccc3)CC2)cc1 (stereo not drawn)	6%	-6%	0.5%	9%	·	-3%	·	·	·
O=C(CCCn1c(=O)c2cccn2c2cccnc21)NCc1cccc(Br)c1	0%	-5%	0.6%	-1%	?	-1%	i	-3%	2.1
CC(C)c1noc2ncc(C(=O)c3cc(Cl)cc(Cl)c3O)cc12	?	-2%	0.0%	-1%	10%	-33%	i	-3%	-2.8
Cc1nn(-c2ccccc2)c2c1C(c1cccs1)C(C#N)=C(N)O2 (stereo not drawn)	?	-4%	25%	9%	·	-8%	i	-1%	0.0
O=C(Nc1ccncc1)c1cccs1	-8%	26%	0.7%	-5%	8%	-2%	i	0%	0.2
CCCNC(=O)C1(C)CCN(Cc2csc(-c3ccc(Cl)cc3)n2)C1 (stereo not drawn)	-9%	-1%	0.7%[9.22 µM]	·	·	-36%	i	·	-0.8

Profiles, quoted from the list. Screens in order: TGFb SMAD3 inh | Abeta yeast res | Nrf2 activator | A549 tox | Nrf2 inh | HepG2 viability | pAkt inh | MmCpn inh | CCT chaperon mod
Profile of `Cc1nn(-c2ccccc2)c2c1C(c1cccs1)C(C#N)=C(N)O2` (stereo not drawn) → ? | -4% | 25% | 9% | · | -8% | i | -1% | 0.0
Profile of `O=C(Nc1ccncc1)c1cccs1` → -8% | 26% | 0.7% | -5% | 8% | -2% | i | 0% | 0.2
Profile of `CC(C)c1noc2ncc(C(=O)c3cc(Cl)cc(Cl)c3O)cc12` → ? | -2% | 0.0% | -1% | 10% | -33% | i | -3% | -2.8
Profile of `CCCNC(=O)C1(C)CCN(Cc2csc(-c3ccc(Cl)cc3)n2)C1` (stereo not drawn) → -9% | -1% | 0.7%[9.22 µM] | · | · | -36% | i | · | -0.8
